# Casp6 inh – inhibitors of human caspase-6; P55212; purified caspase-6, Z-VEID-R110 cleavage fluorescence; inhibition, % at 12.5 µM; 350,000 tested, 0.53% active;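 active = mean inhibition across replicates at least about 35%, with every replicate also reaching that limit, limit read from the data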;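 note: 0% = median of neutral control wells and 100% = no fluorescence left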
# Target sequence (P55212 24-179 limits assumed): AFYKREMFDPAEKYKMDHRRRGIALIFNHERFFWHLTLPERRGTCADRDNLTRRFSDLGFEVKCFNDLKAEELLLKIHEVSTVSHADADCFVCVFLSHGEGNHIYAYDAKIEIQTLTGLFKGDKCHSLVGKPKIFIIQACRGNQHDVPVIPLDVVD
# Target sequence (P55212 194-293 limits assumed): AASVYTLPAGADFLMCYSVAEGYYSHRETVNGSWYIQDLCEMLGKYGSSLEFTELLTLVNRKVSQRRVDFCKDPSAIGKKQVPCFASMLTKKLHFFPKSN
# S100A4 inh HTS – S100A4-myosin IIA interaction inhibition. P26447. S100A4/TAMRA-MyoIIA peptide fluorescence polarization. inhibition, % at 10.7 µM. 360,000 tested, 0.14% active. AID 652163;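 active = mean inhibition of at least 70% across replicates, with every replicate also reaching that level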
# Target sequence (P26447 whole entry, looked up): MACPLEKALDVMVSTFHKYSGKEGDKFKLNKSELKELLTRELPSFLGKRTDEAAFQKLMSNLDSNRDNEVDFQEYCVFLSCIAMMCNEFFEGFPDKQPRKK
#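 Test system: S100A4 monomer protein; Medium: HEPES pH 7.2 with CaCl2, KCl, NaCl, DTT, Triton; Probe or stimulus: TAMRA-labelled myosin IIA heavy-chain peptide probe, 5 nM; Doses: one dose per compound; Times: polarization read 5 min after assay mix addition, stable 5–60 min; Benchmarks: neutral control DMSO, positive control TFP.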
# SIRT5 inh – blocks human SIRT5 desuccinylation of peptide; inhibition, % at 15 µM; 330,000 tested, 1.1% active; Purified SirT5, succinyl-peptide AMC, trypsin-coupled fluorescence; Q9NXA8; in the data active = inhibition above about 15%
# Target sequence (Q9NXA8 whole entry, looked up): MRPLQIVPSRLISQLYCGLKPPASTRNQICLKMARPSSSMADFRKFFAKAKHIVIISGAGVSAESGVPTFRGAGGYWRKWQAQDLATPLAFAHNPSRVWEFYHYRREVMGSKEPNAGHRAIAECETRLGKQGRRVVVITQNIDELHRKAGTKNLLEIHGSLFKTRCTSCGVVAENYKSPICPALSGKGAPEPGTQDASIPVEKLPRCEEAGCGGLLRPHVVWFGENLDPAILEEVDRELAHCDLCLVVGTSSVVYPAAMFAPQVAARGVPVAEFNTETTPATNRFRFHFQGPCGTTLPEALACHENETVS
# FN deposit inh – fibronectin deposition inhibition | inhibition, % at 12.6 µM | AH1F fibroblasts, Alexa488-fibronectin deposition fluorescence, overnight | 350,000 tested, 0.086% active;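 active = mean inhibition across replicates of 30% or more, regardless of how many single replicates reach that level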;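 note: positive control wells lacked labelled fibronectin entirely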
#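 Measured by – fluorescence 485/525 nm · System – AH1F fibroblast monolayer, labelled fibronectin deposition · Amount – 10000 cells per well · Buffer or medium – serum-reduced DMEM (2% serum) · Doses – single dose, pinned · Also added – fluorescent fibronectin at 24 nM final · Schedule – 1 h cell attachment, overnight exposure to compound and label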
# esBAF inh – SWI/SNF esBAF complex inhibition. reporter increase, % at 12.5 µM. mouse ES cells, Bmi1-luciferase knock-in reporter, 24 h; 100% = twice the neutral-well signal. AID 602393. 350,000 tested, 2% active; in the data active = activation above about 40%;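 note: 0% = median of the plate's neutral control wells and 100% = double that signal; a rise in the Bmi1 reporter signal indicates esBAF inhibition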
# LGR2 inh – Drosophila LGR2 receptor signaling inhibition; HEK293 LGR2, CRE-luciferase, bursicon-stimulated, 4 h; inhibition, % at 9.99 µM; 380,000 tested, 0.35% active;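 active = drop in luminescence signal, shown as inhibition above about 50% in the replicate tests, limit read from the data, passing the limit was not always enough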;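 note: agonist challenge used bursicon conditioned medium at about half maximal strength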
# C2C12 statin – protects C2C12 myotubes from simvastatin toxicity; ATP luminescence, 48 h; scaled: DMSO 0, geranylgeraniol control 100; rescue of ATP level, % at 7.49 µM; 330,000 tested, 0.78% active; AID 602340;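 active = mean ATP rescue above about 67%, or every replicate alone reaching that limit, limit read from the data, passing the limit was not always enough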;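 note: myotubes were challenged with 10 µM simvastatin during compound exposure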
# * marks the source's active call; other numbers are inactive results; · = not tested or not shown; & = joins results of further samples. Some of the compounds tested, so the mix of outcomes need not match the whole.
No.	mol	Casp6 inh	S100A4 inh HTS	SIRT5 inh	FN deposit inh	esBAF inh	LGR2 inh	C2C12 statin
1	Cn1ncc(Cl)c1C(=O)Nc1nc2ccc(Cl)cc2s1	2	-1	-5	-2	·	-11	·
2	Cc1cc2nc(-c3ccc(SCc4ccc(C(=O)O)cc4)nc3)[nH]c2cc1C	4	-8	·	0	·	-41	·
3	C[C@H]1CN([C@@H](C)CO)C(=O)Cc2cc(NC(=O)c3ccncc3)ccc2O[C@@H]1CN(C)Cc1ccccc1	-1	14	0	·	0	-7	12
4	CCCCN(C)c1c(C)nc2ccc(C(=O)NCc3ccc(OC)cc3)cn12	1	12	2	-5	4	21	11
5	CCN(CC)C(=O)C1CCCN(Cc2nc(-c3cnccn3)no2)C1 (stereo not given)	-2	6	-2	-5	-3	6	8
6	CS(=O)(=O)N1CCc2cc(S(=O)(=O)Nc3ccc4oc5c(c4c3)CCCC5)ccc21	·	·	·	·	-6	11	0
7	O=C(O)C1CC(Br)C(Br)CC1C(=O)O (stereo not given)	·	-1	-2	1	·	15	·
8	COc1ccccc1NC(=O)CCN1CCN(Cc2ccccc2)CC1	-6	5	-2	·	2	-12	-5
9	C[C@H](CO)N1C[C@H](C)[C@@H](CN(C)S(=O)(=O)c2cccs2)Oc2c(NC(=O)NC3CCCCC3)cccc2C1=O	3&2	-3&0	10&-2	-3&-4	4&3	-10&10	-4&-11
10	COC(=O)C[C@@H]1OC[C@H](C)N1S(=O)(=O)c1ccc(C)cc1	-2	-1	-3	-4	·	-18	·
11	Nc1nc2c(c(=O)[nH]1)C(c1cccc3ccccc13)C1=C(N2)c2ccccc2C1=O (stereo not given)	13	5	-5	5	·	17	·
12	CCOC(=O)CC(NC(=O)Cn1nnc(-c2ccccc2Cl)n1)c1ccc(OC)cc1 (stereo not given)	0	-7	-1	1	-7	-16	-2
13	COc1ccc(/C=C(\C#N)C(=O)OCC(=O)NCc2ccco2)cc1	19	-2	-1	-5	·	24	·
14	COc1cccc(NC(=O)CN(C)C(=O)c2cc(-c3ccco3)nc3ccccc23)c1	24	-20	-10	0	2	7	-1
15	N#Cc1ccccc1Sc1ccccc1C(=O)Nc1ccc2ccccc2c1	4	-1	0	-12	·	32	·
16	CC(=O)c1cccc(NC(=O)Cn2nc(-c3ccc(Cl)cc3)ccc2=O)c1	0	-7	-3	21	·	-4	·
17	CC(=O)Nc1ccc2nc(NC(=O)CS(=O)(=O)c3ccc(F)cc3)sc2c1	4	-2	1	8	0	-6	24
18	CCN1CNC(=S)N(c2ccccc2C)C1	-2	1	-5	-1	1	-19	6
19	C[C@H]1CN([C@@H](C)CO)C(=O)c2ccccc2-c2ccccc2CO[C@H]1CN(C)CC1CC1	-5	2	-2	0	-1	9	·
20	CCC1(C)Cc2c(sc3nc(SC)n(Cc4ccccc4)c(=O)c23)CO1 (stereo not given)	7	2	-3	·	59*	-54	-3
21	COc1ccccc1S(=O)(=O)Cc1ccc(C(=O)NCc2ccco2)o1	3	0	-3	-4	·	7	·
22	Cc1cccc(NC(=O)C2CCCN2C(=O)OCC(C)C)c1C (stereo not given)	1	2	-3	·	-4	-13	91*
23	Cc1ccc2sc(N(CCCN(C)C)C(=O)c3ccc(S(=O)(=O)N(C)C)cc3)nc2c1C	1	-3	-4	2	·	5	·
24	COc1ccc(N(C(=O)CNC(=O)c2ccco2)C(C(=O)NC2CCCC2)c2ccncc2)cc1 (stereo not given)	-1	2	-1	9	·	17	·
25	C=CCOC(=O)C1=C[C@H](c2cn(C(C)=O)c3ccccc23)[C@@H](CCCO)[C@H](OCC)O1	-1	-1	-5	6	0	4	1
26	Cc1cc(C(=O)Nc2cccc3c2O[C@@H](CN(C)S(=O)(=O)c2ccc(F)cc2)[C@H](C)CN([C@@H](C)CO)C3=O)n(C)n1	0	-6	1	·	-3	2	·
27	CCOC(=O)CNC(=O)N1CCCC(C(=O)c2cccc(Cl)c2)C1 (stereo not given)	-2	0	1	-1	·	-14	·
28	COC(=O)c1sccc1NC(=S)N1CCCCC1C (stereo not given)	·	·	·	6	-15	·	-3
29	O=C(NCCO)OC1CC2CC1[C@H]1CCCCN1C2=O (stereo not given in full)	-3	5	-3	-2	·	-22	·
30	C[C@@H]1CN([C@H](C)CO)C(=O)c2cccc(NS(C)(=O)=O)c2O[C@H]1CN(C)Cc1ccc(C(=O)Nc2ccccc2N)cc1	0	15	2	·	·	-7	·

# Part of the list above, reformatted.
# Values run as follows: Casp6 inh	S100A4 inh HTS	SIRT5 inh	FN deposit inh	esBAF inh	LGR2 inh	C2C12 statin
9) C[C@H](CO)N1C[C@H](C)[C@@H](CN(C)S(=O)(=O)c2cccs2)Oc2c(NC(=O)NC3CCCCC3)cccc2C1=O
    3&2	-3&0	10&-2	-3&-4	4&3	-10&10	-4&-11
18) CCN1CNC(=S)N(c2ccccc2C)C1
    -2	1	-5	-1	1	-19	6
21) COc1ccccc1S(=O)(=O)Cc1ccc(C(=O)NCc2ccco2)o1
    3	0	-3	-4	·	7	·
12) CCOC(=O)CC(NC(=O)Cn1nnc(-c2ccccc2Cl)n1)c1ccc(OC)cc1 (stereo not given)
    0	-7	-1	1	-7	-16	-2
6) CS(=O)(=O)N1CCc2cc(S(=O)(=O)Nc3ccc4oc5c(c4c3)CCCC5)ccc21
    ·	·	·	·	-6	11	0
24) COc1ccc(N(C(=O)CNC(=O)c2ccco2)C(C(=O)NC2CCCC2)c2ccncc2)cc1 (stereo not given)
    -1	2	-1	9	·	17	·

# More records:
No.	mol	Casp6 inh	S100A4 inh HTS	SIRT5 inh	FN deposit inh	esBAF inh	LGR2 inh	C2C12 statin
31	COc1ccc(NC(=O)c2cccnc2N2CCOCC2)cc1	0	-16	-2	-5	·	11	·
32	O=C(NCc1ccco1)c1ccc2ccccc2c1	·	·	·	·	72*	-45	5
33	O=C(C[C@H]1CC[C@@H](NC(=O)CCN2CCCCC2)[C@H](CO)O1)Nc1ccccc1	-3	-6	-6	·	·	15	·
34	CC(=O)N[C@@H]1CC[C@@H](CC(=O)NCc2ccc(Cl)cc2)O[C@H]1CO	0	-23	2	·	3	-9	-1
35	CCN(C[C@H]1N[C@@](C)(C(=O)OC)[C@H]2C(=O)N(Cc3ccccc3)C(=O)[C@@H]12)C(=O)Nc1ccc(OC)cc1	4	-1	·	7	-1	3	4
36	C[C@@H]1CN([C@H](C)CO)C(=O)c2cc(NC(=O)C3CCCCC3)ccc2O[C@H]1CN(C)CC1CCCCC1	-4	-5	2	-7	1	6	-2
37	CCOCCCN1CC(C(=O)NCCc2ccc(C)cc2)CC1=O (stereo not given)	·	·	·	·	0	-11	2
38	CCN(CC)CCNC(=O)COc1ccc(OC)cc1	-4&0	-2&-3	1&-4	-6	4&-6	-9&-10	3&6
39	CSCc1nc2sc(C(=O)Nc3nc(C)cs3)c(C)c2c(=O)[nH]1	3	3	-3	12	60*	·	-2
40	CCOc1ccc(NC(=O)c2c3c(nc4ccccc24)CCC3)cc1	-2	4	-1	4	·	-9	·
41	O=C(NC(=S)NCCc1ccccc1)C1CCCCC1	2	5	1	9	32	·	-7
42	N#C/C(=C\c1cc(O)c(O)c(O)c1)C(N)=O	27	-6	-7	-1	-23	8	2
43	Nc1ccn([C@@H]2O[C@H](C(=O)Nc3ccc(C(=O)N4CCCCC4)cc3)[C@@H](O)[C@H]2O)c(=O)n1	-1	-3	-1	-1	0	3	-1
44	Cc1cccc(CCNS(=O)(=O)c2cc3c(cc2C)NC(=O)CO3)c1	0	-2	1	0	2	10	3
45	O=C(Cc1ccccc1)N/N=C/c1ccc(Cl)cc1Cl	·	·	·	-9	3	8	28
46	Nc1cc(=O)[nH]c(SCC(=O)Nc2ccc(N3CCOCC3)cc2)n1	-2	2	-4	1	0	4	3
47	CCOC(=O)c1c(NC(=O)CSc2ncnc3ccccc23)sc(C)c1C	-2	0	2	-4	·	-8	·
48	C[C@H](O)C#Cc1cnc2c(c1)C(=O)N([C@H](C)CO)C[C@H](C)[C@@H](CN(C)Cc1cncnc1)O2	·	·	·	-11	-3	-8	-6
49	OC[C@@H]1[C@H](c2ccc(C#CC3(O)CCCC3)cc2)[C@@H]2CN(Cc3cncnc3)CCCCN12	2	9	4	2	-6	-5	6
50	COc1cccc(S(=O)(=O)N2C[C@H](O)COC[C@@H]3O[C@@H](CC(=O)N4CCN(c5ccccc5)CC4)CC[C@H]32)c1	-2	1	2	-6	3	-6	4
51	CCC(C)c1ccc(NC(=S)NCc2cccs2)cc1 (stereo not given)	·	·	·	5	8	-32	-9
52	COc1ccc(NC(=O)N(C)C[C@H]2Oc3c(NC(=O)NC4CCCCC4)cccc3C(=O)N([C@@H](C)CO)C[C@@H]2C)cc1	-5	13	1	·	0	8	-11
53	CC(=O)Nc1ccc(-c2ccnc3c2CC(C(=O)NC(C)C)O3)cc1 (stereo not given)	3	-5	-3	-7	1	-8	9
54	CS(=O)(=O)N(CC(=O)NCCSCc1c(F)cccc1Cl)c1cccc([N+](=O)[O-])c1	-1	3	-3	-2	·	·	·
55	Cc1ccc(S(=O)(=O)N[C@@H]2CC[C@@H](CCNS(=O)(=O)Cc3ccccc3)O[C@@H]2CO)cc1	-4	6	8	0	-2	6	15
56	CCOc1ccc(N(CC(=O)NCc2ccccc2OC)S(C)(=O)=O)cc1	·	·	·	4	23	·	0
57	Nc1nc(SCC(=O)NCCN2CCOCC2)nc2sc3c(c12)CCC3	0	-5	0	-11	·	8	·
58	Cc1cc(NC(=O)CCC(=O)N(Cc2ccco2)C(C(=O)NC2CCCC2)c2ccccc2F)no1 (stereo not given)	·	·	·	11	-1	·	-7
59	COc1ccc(C(=O)Oc2ccc(C(=S)N3CCOCC3)cc2)cc1	1	-4	4	2	·	5	·

# Full records, looked up by structure. Order of screens: Casp6 inh | S100A4 inh HTS | SIRT5 inh | FN deposit inh | esBAF inh | LGR2 inh | C2C12 statin
# Record of `O=C(Cc1ccccc1)N/N=C/c1ccc(Cl)cc1Cl` = · | · | · | -9 | 3 | 8 | 28
# Record of `COc1ccc(C(=O)Oc2ccc(C(=S)N3CCOCC3)cc2)cc1` = 1 | -4 | 4 | 2 | · | 5 | ·
# Record of `CS(=O)(=O)N(CC(=O)NCCSCc1c(F)cccc1Cl)c1cccc([N+](=O)[O-])c1` = -1 | 3 | -3 | -2 | · | · | ·
# Record of `CC(=O)N[C@@H]1CC[C@@H](CC(=O)NCc2ccc(Cl)cc2)O[C@H]1CO` = 0 | -23 | 2 | · | 3 | -9 | -1
# Record of `C[C@H](O)C#Cc1cnc2c(c1)C(=O)N([C@H](C)CO)C[C@H](C)[C@@H](CN(C)Cc1cncnc1)O2` = · | · | · | -11 | -3 | -8 | -6
